TSG101-PTAP inh: qHTS Assay for Iinhibitors of HIV-1 Budding by Blocking the Interaction of PTAP/TSG101; Tumor susceptibility gene 101 protein (Homo sapiens), Q99816; Fluorescence polarization, FITC-PTAP peptide / Tsg101 binding; Potency, µM (doses to about 115 µM), without a hit: at the highest dose activity change, negative = inhibition, actives largely listed as inhibitors; 340,000 tested, under 10 active; active = well fitted inhibition curve with a large enough effect in the main read-out, with a control signal flat, not every such curve was filed as active; inconclusive = small, poorly fitted or top-dose-only effect, or effect the other way, or a change in a side signal; inactive = no such curve, though single readings can be large or run the other way; also: potency is read from the fitted curve at half-maximal effect; % of control where 0% means no effect
Target sequence (Q99816 whole entry, looked up): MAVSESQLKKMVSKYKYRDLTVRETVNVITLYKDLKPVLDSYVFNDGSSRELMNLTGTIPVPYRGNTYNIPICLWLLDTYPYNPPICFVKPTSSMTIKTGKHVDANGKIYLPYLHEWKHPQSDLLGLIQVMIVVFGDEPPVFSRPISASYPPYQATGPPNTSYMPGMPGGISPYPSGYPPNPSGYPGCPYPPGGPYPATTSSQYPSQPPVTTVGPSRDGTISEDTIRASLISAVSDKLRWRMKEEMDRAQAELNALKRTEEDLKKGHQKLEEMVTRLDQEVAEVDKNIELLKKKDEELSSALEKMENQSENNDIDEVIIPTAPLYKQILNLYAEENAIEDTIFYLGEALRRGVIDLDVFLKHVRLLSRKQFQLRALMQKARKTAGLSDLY
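Tsg101 binding domain (10 uM final) was mixed with compound and a FITC-labeled PTAP peptide (50 nM final) in HEPES pH 7.5 buffer with NaCl, Tween 20, EDTA and TCEP; fluorescence polarization was read after 20 min at r.t.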
Mito fusion act: qHTS Assay for Small Molecule Inhibitors of Mitochondrial Division or Activators of Mitochondrial Fusion; S. cerevisiae fusion-defective mutant growth rescue, CellTiterGlo 48 h; Potency, µM (top dose mostly 46.1 µM), for the others: top-dose growth rescue (activation), usual class: activators; hit rate 0.23% among 320,000; AID 485298, 2010;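 also: potency is read from the fitted curve at half-maximal effect; % of control where 0% means no effect; nearly all actives have a fitted effect of over 45% in size; temperature-sensitive fusion mutants such as fzo1-1 at 37 °C on non-fermentable ethanol glycerol medium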
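Compounds are tested for their ability to restore growth of mitochondrial fusion-defective yeast strains at non-permissive 37C in YPEG medium over 48 hours. Viability is quantified by luciferase luminescence.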
CXXC DNA block: qHTS Fluorescence Polarization Assay for Inhibitors of MLL CXXC domain - DNA interaction; hit rate 0.037% among 290,000; Histone-lysine N-methyltransferase 2A (Homo sapiens), Q03164; MLL-CXXC / FITC-HOXA9 DNA fluorescence polarization; Potency, µM (series often up to 115 µM), for inactives: at the highest dose activity change, negative = inhibition, most hits filed as inhibitors; active = well fitted inhibition curve with a large enough effect in the polarisation, with a control signal flat, not every such curve was filed as active; inconclusive = small, poorly fitted or top-dose-only effect, or effect the other way, or a change in a side signal; inactive = no such curve, though single readings can be large or run the other way; the % refers to the polarisation; also: potency is read from the fitted curve at half-maximal effect
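Steps: dispense CXXC domain solution (7 uM) → pin compounds or unlabeled HOX-A9 DNA control → 5 min ambient → add FLSN-HOX-A9 solution (50 nM) → spin → 30 min ambient → fluorescence polarization. Tris pH 7.5/NaCl/DTT/BSA buffer.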
AT treatment: qHTS Assay for Identifying a Potential Treatment of Ataxia-Telangiectasia | Potency, µM (top dose mostly 57.5 µM), for inactives: at the top dose activation, most hits filed as activators | […] A-T fibroblasts, KAP-1 phosphorylation AlphaLISA; neocarzinostatin DNA damage 30 min before lysis | hit rate 0.19% among 320,000; also: potency is read from the fitted curve at half-maximal effect; % of control where 0% means no effect; nearly all actives have a fitted effect of over 45% in size
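hTERT-immortalized A-T patient fibroblasts ([…]), 500 cells/well in OPTI-MEM, 1% FBS, got compounds for 60 min, then NCS for 30 min at 37C. Lysates were then assayed for phospho-KAP-1 by AlphaLISA (anti-pKAP1 donor, anti-KAP1 acceptor beads), 6 hr at 25C.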
a7 integrin act: qHTS for Activators of Integrin-Mediated Alleviation for Muscular Dystrophy | alpha7betagal myoblasts, beta-gal FDG fluorescence, 48 h | Potency, µM (top dose mostly 38.3 µM), for the others: at the top dose activation, hits mostly activators | hit rate 0.064% among 350,000 | AID 624291, 2012;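 also: potency is read from the fitted curve at half-maximal effect; 100% = response of the positive control SU9516; nearly all actives have a fitted effect of over 60% in size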
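alpha7betagal+/- myoblasts (passage 13, 250/well) treated 48 h at 37C with compounds at 1:260 dilution of DMSO stock. Lysed, then beta-galactosidase activity read as FDG fluorescence (ex 480/em 540) after 30 min, with pre-read for autofluorescence.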
MBNL1 CUG block: qHTS Assay for Inhibitors of MBNL1-poly(CUG) RNA binding; Potency, µM (series often up to 57.5 µM), for inactives: at the highest dose activity change, negative = inhibition, most hits filed as inhibitors; Muscleblind-like protein 1 (Homo sapiens), Q9NR56; TR-FRET MBNL1-His/biotin-(CUG)12 binding, 665/545 ratio; hit rate 0.036% among 280,000; active = well fitted inhibition curve with a large enough effect in the signal ratio, with a control signal flat, not every such curve was filed as active; inconclusive = small, poorly fitted or top-dose-only effect, or effect the other way, or a change in a side signal; inactive = no such curve, though single readings can be large or run the other way; the % refers to the signal ratio; also: potency is read from the fitted curve at half-maximal effect; % is scaled to controls: 0 for no effect and ±100 for the full control effect
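His-tagged MBNL1 binding to biotinylated (CUG)12 RNA was measured by TR-FRET using terbium anti-His antibody (0.055 ng/ul final) and streptavidin-XL665 (5 nM final). Compounds were titrated 92 nM to 58 uM; 60 min at room temperature.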
S-ASM inh: Inhibitors of Secretory Acid Sphingomyelinase (S-ASM): qHTS; Sphingomyelin phosphodiesterase (Homo sapiens), P17405; placental ASM, HMU-PC fluorogenic substrate, 60 min; Potency, µM (top dose mostly 57.5 µM), for the others: at the top dose activity change, negative = inhibition, usual class: inhibitors; hit rate 0.006% among 340,000; AID 504937, 2011; also: potency is read from the fitted curve at half-maximal effect
Target sequence (P17405 47-631 limits assumed): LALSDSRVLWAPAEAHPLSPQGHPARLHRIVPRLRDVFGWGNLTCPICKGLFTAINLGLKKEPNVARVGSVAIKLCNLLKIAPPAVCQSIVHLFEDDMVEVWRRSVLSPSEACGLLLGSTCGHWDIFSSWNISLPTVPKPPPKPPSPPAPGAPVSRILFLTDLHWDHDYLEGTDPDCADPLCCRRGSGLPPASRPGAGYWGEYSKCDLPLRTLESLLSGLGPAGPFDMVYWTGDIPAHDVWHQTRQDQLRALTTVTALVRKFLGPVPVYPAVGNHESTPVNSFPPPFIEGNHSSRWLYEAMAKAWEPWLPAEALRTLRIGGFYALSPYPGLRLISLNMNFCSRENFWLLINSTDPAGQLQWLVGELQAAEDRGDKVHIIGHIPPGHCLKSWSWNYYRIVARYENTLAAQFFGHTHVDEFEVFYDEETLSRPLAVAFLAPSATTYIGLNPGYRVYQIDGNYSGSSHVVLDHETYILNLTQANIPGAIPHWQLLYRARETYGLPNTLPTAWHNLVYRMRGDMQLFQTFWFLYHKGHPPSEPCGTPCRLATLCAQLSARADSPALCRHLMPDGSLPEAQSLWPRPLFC
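Fluorogenic HMU-PC substrate (9 uM final) is turned over by placental ASM in 60 min at 37 C after a 10 min compound preincubation. Reaction ended by alkaline stop (pH 10), with fluorescence read at 386/447 nm.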
TCR act: Activators of T cell receptors: qHTS campaign. primary human leukocytes, anti-CD3, IL-2 HTRF, 48 h. Potency, µM (titrated, usually from 9.22 µM), without a hit: top-dose activation of IL-2 secretion, hits mostly activators. 330,000 tested, under 10 active. AID 504894, 2011; also: % of control where 0% means no effect
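Activity was scored as IL-2 release from primary human leukocytes given only a TCR signal (a-CD3 beads) plus compound for 48 hr. Detection used a two-antibody HTRF format read at 665nm.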
TSHR antag: Antagonists of the Thyroid Stimulating Hormone Receptor: HTS campaign | Thyrotropin receptor (Homo sapiens), P16473 | TSHR-expressing cells, TSH-stimulated cAMP HTRF, 2 h; active compounds read low | activity change, negative = inhibition, % at 11.5 µM | hit rate 0.2% among 330,000 | AID 504810, 2011;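 active = activity change below a set negative limit, meaning inhibition stronger than a set level, cut at about -70% in these data; inconclusive = activity change between two set negative limits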; also: % is scaled to controls: 0 for no effect and ±100 for the full control effect
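Inhibition of cAMP made by TSHR-expressing cells under TSH stimulation (4nM final, EC80; 2 h, 37 deg C) is quantified with a one-step lysis HTRF kit, anti-cAMP cryptate versus cAMP-d2.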
Menin MLL FP TR: qHTS Assay for Inhibitors Targeting the Menin-MLL Interaction in MLL Related Leukemias: Competition With Texas Red Labeled MLL-derived Mutant Peptide; Menin + Texas Red MLL mutant peptide, fluorescence polarization; Potency, µM (top dose mostly 61.6 µM), inactives show at the top dose FP activity change, negative = inhibition, usual class: inhibitors; hit rate 0.23% among 270,000; active = well fitted inhibition curve with a large enough effect in the polarisation, with a control signal flat, not every such curve was filed as active; inconclusive = small, poorly fitted or top-dose-only effect, or effect the other way, or a change in a side signal; inactive = no such curve, though single readings can be large or run the other way; the % refers to the polarisation; also: potency is read from the fitted curve at half-maximal effect; % of control where 0% means no effect; many of its hits are not listed in these tables
Active calls of the source: *; ? = inconclusive; . = no result given; & = joins results of further samples; [ ] = another dose, or the depositor's remark. Unless noted, calls follow the shape of the dose curve; as a rule, active = well fitted curve in the direction sought with a large enough effect; inconclusive = small, poorly fitted or top-dose-only effect, or another doubt; inactive = no such curve, though single readings can be large; an effect the other way counts as inactive or inconclusive.

SMILES	TSG101-PTAP inh	Mito fusion act	CXXC DNA block	AT treatment	a7 integrin act	MBNL1 CUG block	S-ASM inh	TCR act	TSHR antag	Menin MLL FP TR
O=C(COC(=O)C1CCN(S(=O)(=O)c2c(Cl)cccc2Cl)CC1)NCc1ccco1	1%	1%	.	1%	2%	.	-1%	-6%	7	.
Cc1cnc(NC(=O)[C@H](C)N2C(=O)C3CCCCC3C2=O)s1 (stereo partly drawn)	-2%	-6%	4%	0%	-15%	6%	-1%	-4%	-3	22%
Cc1ccc(CN2CCc3c(OCc4ccc(F)cc4)cccc3C2=O)cc1	-1%	30%	-5%	5%	-15%	-2%	-4%	-1%[46.1 µM]	-40	-19%
CN1C2CCC1CC(N(CCc1ccccc1)C(=O)c1ccc(Cl)cc1)C2 (stereo not drawn)	0%	-16%	1%	-20%	-51%[inhibitor]	-7%	1%	1%	-2	?
CCCCN1C(=O)c2ccc(C(=O)OCC(=O)NCCc3ccc(S(N)(=O)=O)cc3)cc2C1=O	-1%	.	.	-14%	24%	.	1%	-3%	9	.
COc1ccc(N2C(=O)CC(n3c(CCCCO)nc4ccccc43)C2=O)cc1 (stereo not drawn)	-4%	-9%	0%	4%	26%	2%	-1%	5%	-2	10%
Cc1cc(C)cc(NC(=O)C(c2ccccc2)N2CCN(CC(=O)NC3CC3)CC2)c1 (stereo not drawn)	0%	-4%	.	-2%	7%	.	4%	1%	8	.
FC(F)(F)c1ccc(N2CCN(c3ncnc4c3nnn4Cc3ccccc3Cl)CC2)cc1	-2%	-3%	-2%	-1%	-6%	-6%	-11%	11%[46.1 µM]	-10	1%
CN1C(=O)CC(N2CCN(C(c3ccccc3)c3ccccc3)CC2)C1=O (stereo not drawn)	-2%	4%	-4%	-3%	-30%	-4%	-1%	-7%	-8	4%
CCNC(=S)N(CCc1c(C)[nH]c2ccc(C)cc12)Cc1cccnc1	-8%	-1%	3%	-10%	?	-7%	15%	9%	-4	-14%
O=C(CS(=O)(=O)c1ccccc1)NCc1ccco1	0%	-3%	0%	2%	?	-9%	2%	7%	-2	0%
O=C(CSc1nc2nc(-c3cccs3)cc(C(F)(F)F)c2c(=O)[nH]1)NCc1ccco1	-3%	2%	6%	-4%	-6%	?	244%[activator]	-3%	-10	5%
CN(C)C(=O)CSc1nnc(-c2cnccn2)n1C	-5%	7%	-9%	3%	-14%	-13%	-1%	5%[46.1 µM]	-7	-20%
Cc1nnc(Oc2ccccc2F)c2ccccc12	-6%	6%	-1%	2%	-26%	-19%	-6%	1%	-2	-4%
O=C1NC(=O)C(Nc2cccc3ccccc23)S1 (stereo not drawn)	-1%	23%	2%	0%	9%	1%	0%	3%[46.1 µM]	-15	5%
CC(OC(=O)/C=C/c1ccccc1)C(=O)Nc1ccc2c(c1)OCCO2 (stereo not drawn)	-7%	-5%	.	-3%	-20%	.	-2%	.	4	.
Cc1cccc(OCC(=O)NNC(=O)c2ccc([N+](=O)[O-])cc2)c1	-2%	-2%	3%	4%	-10%	?	3%	-1%	5	?
C#CCOC(=O)C(NC(=O)c1ccccc1)=C(C)C	-1%	-1%	3%	.	-2%	8%	2%	-4%	4	0%
CS(=O)(=O)c1ccccc1-c1nnc(NC(=O)Cc2ccccc2)o1	-8%	3%	7%	8%	0%	2%	-6%	-15%	-7	.
O=C(OC1CCN(c2ncc(C(F)(F)F)cc2Cl)CC1)c1cccc(C(F)(F)F)c1	-12%	-2%	-1%	1%	18%	-3%	-3%	5%	4	5%
Cc1onc(-c2ccccc2)c1C(=O)N1CCN(S(=O)(=O)c2ccccc2C(F)(F)F)CC1	-1%	-3%	40%[activator]	1%	0%	25%	-2%	-5%	5	23%
CCOC(=O)c1c(CN2CCOCC2)n(C)c2cc(Br)c(O)c(CN(C)C)c12	2%&1%	-8%&1%	2%&-5%	-6%	-2%[7.66 µM]	2%&0%	-4%&6%	5%&0%	1&-8	-26%&-6%
CCCN(CCC)CCCNC(=O)Cn1cnc2sc(C)c(S(=O)(=O)N3CCCCC3)c2c1=O	-2%	1%	17%	2%	-2%	1%	3%	-4%	0	-25%
Cc1nc2nc[nH]n2c(=O)c1CCC(C)C	-2%	5%	-3%	13%	-2%	?	6%	0%	8	-9%
O=C(COc1ccccc1Cl)Nc1ccc(CN2CCOCC2)cc1	-10%	-4%	3%	12%	0%	1%	5%	8%	-14	.

Arranged by formula weight (lowest first): some entries from above.
SMILES	TSG101-PTAP inh	Mito fusion act	CXXC DNA block	AT treatment	a7 integrin act	MBNL1 CUG block	S-ASM inh	TCR act	TSHR antag	Menin MLL FP TR
Cc1nc2nc[nH]n2c(=O)c1CCC(C)C	-2%	5%	-3%	13%	-2%	?	6%	0%	8	-9%
O=C1NC(=O)C(Nc2cccc3ccccc23)S1 (stereo not drawn)	-1%	23%	2%	0%	9%	1%	0%	3%[46.1 µM]	-15	5%
O=C(OC1CCN(c2ncc(C(F)(F)F)cc2Cl)CC1)c1cccc(C(F)(F)F)c1	-12%	-2%	-1%	1%	18%	-3%	-3%	5%	4	5%

(continued)
SMILES	TSG101-PTAP inh	Mito fusion act	CXXC DNA block	AT treatment	a7 integrin act	MBNL1 CUG block	S-ASM inh	TCR act	TSHR antag	Menin MLL FP TR
CC(NC(N)=O)C(=O)Nc1ccc(Cl)c(S(=O)(=O)Nc2ccc(Br)cc2)c1 (stereo not drawn)	-4%	-1%	-12%	2%	27%	10%	-3%	-2%	-5	?
O=c1[nH]cnc(O)c1N=Nc1ccccc1	-6%	-2%	30%	5%	-5%	?	0%	4%	3	-10%
Cc1cc(N2CCN(C(=O)c3ccco3)CC2)n2nc(C)nc2n1	0%	-5%	15%	7%	13%	0%	5%	0%	5	-3%
Cc1ccc(-n2c(O)c(C=Nc3cc(C)on3)c3ccccc3c2=O)c(C)c1	8%	?	17%	-1%	3%	?	7%	-4%[46.1 µM]	5	9%
COCCNCC1C(Oc2ccc(Cl)cc2)C(=O)N1c1ccccc1C (stereo not drawn)	0%	-10%	-9%	-4%	-38%	-6%	4%	-13%	-1	-5%
O=C(CCC(=O)N(CC(=O)NC1CCCCC1)CC1CCCO1)Nc1nccs1 (stereo not drawn)	-1%	1%	-19%	1%	4%	1%	1%	-3%	3	5%
Nc1ccc(N2CCCCC2)c(S(=O)(=O)Nc2ccccc2Cl)c1	-3%	26%	-15%	-19%	-8%	-1%	-6%	6%	2	.
O=C(c1cc2ccccc2o1)N(C1CC1)C1(C(=O)Nc2ccccc2)CCCC1	-10%	5%	-2%	-9%	-11%	2%	-5%	-1%	-2	4%
COc1cccc(NC(=O)COC(=O)C2CC(=O)N(c3ccc(C)cc3)C2)c1 (stereo not drawn)	-1%	-5%	.	1%	24%	.	-1%	.	36	.
CN(c1ccc([N+](=O)[O-])cc1/C=N/NC(=O)COc1ccccc1)C1CCCCC1	-5%	-1%	3%	0%	1%	.	-14%	-1%[46.1 µM]	2	-9%
COCC(=O)Nc1cc(OC)cc(OC)c1	0%	-6%	-3%	-4%	8%	-6%	0%	0%	-1	0%
CCN(Cc1ccccc1)S(=O)(=O)c1csc(C(N)=O)c1	-8%	1%	-1%	-3%	-2%	-3%	1%	-2%	-1	.

Retrieved one by one from the entries so far (2):
SMILES	TSG101-PTAP inh	Mito fusion act	CXXC DNA block	AT treatment	a7 integrin act	MBNL1 CUG block	S-ASM inh	TCR act	TSHR antag	Menin MLL FP TR
FC(F)(F)c1ccc(N2CCN(c3ncnc4c3nnn4Cc3ccccc3Cl)CC2)cc1	-2%	-3%	-2%	-1%	-6%	-6%	-11%	11%[46.1 µM]	-10	1%
Cc1cc(C)cc(NC(=O)C(c2ccccc2)N2CCN(CC(=O)NC3CC3)CC2)c1 (stereo not drawn)	0%	-4%	.	-2%	7%	.	4%	1%	8	.

This is a subset (hit frequency here may not be typical).
